# High-throughput results from PubChem.
# CHO parental Ca = counter-screen: ATP calcium response change in parental CHO cells | parental CHO-K1, ATP-induced calcium, Fluo-8 fluorescence | inhibition, % at 5.6 µM | hit rate 0.63% among 330,000 | AID 463079;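 active = inhibition above that plate's mean sample inhibition plus 3 SD, cut at about 26% in these data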;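 note: 0% = ATP-challenged DMSO wells and 100% = DMSO wells without ATP; some compounds past the cut are filed as inactive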
#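 Assay system: untransfected parental CHO cell line. Also added: ATP agonist challenge. Dosing: one dose, 5.6 µM nominal. Measured by: Fluo-8 fluorescence. Read-out: % inhibition. Benchmarks: ATP wells versus no-ATP DMSO wells. Repeats: no replicates.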
# M1 ag = agonists of human M1 muscarinic receptor; P11229; hit rate 0.33% among 360,000; activation, % at 3 µM; CHO-K1 hM1, Fluo-8 calcium fluorescence, agonist mode; 0% DMSO, 100% acetylcholine EC100; AID 588814;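 active = activation above the run's mean compound activation plus 3 SD, cut at about 16% in these data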;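 note: peak over basal fluorescence ratio within a 140 s kinetic read after compound addition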
# TAAR1 ag = agonists of human TAAR1 | Q96RJ0 | CHO RD-HGA16 TAAR1, Fluo-8 calcium fluorescence; vehicle wells 0%, saturating PEA agonist 100% | activation, % at 3 µM | hit rate 0.99% among 360,000 | AID 624467;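 active = activation above the mean activation of all test compounds in the run plus 3 SD, cut at about 38% in these data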
# Target sequence (Q96RJ0 whole entry, looked up): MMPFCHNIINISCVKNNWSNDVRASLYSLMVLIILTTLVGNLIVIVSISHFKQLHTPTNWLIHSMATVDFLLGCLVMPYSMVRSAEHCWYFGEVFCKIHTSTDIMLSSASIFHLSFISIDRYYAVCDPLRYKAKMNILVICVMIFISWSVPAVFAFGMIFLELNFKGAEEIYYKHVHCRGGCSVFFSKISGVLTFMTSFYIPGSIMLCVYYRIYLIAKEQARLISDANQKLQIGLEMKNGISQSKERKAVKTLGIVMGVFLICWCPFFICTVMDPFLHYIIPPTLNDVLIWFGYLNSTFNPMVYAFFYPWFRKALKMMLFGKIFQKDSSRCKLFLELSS
#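 Assay system – CHO-derived RD-HGA16 cells with stable Gα16 and human TAAR1 · Compound dosing – one-point dosing at 3 µM (nominal) · Incubation – 17-24 h seeding, 75 min 37 °C dye, 30 min RT · Measured by – kinetic Fluo-8 calcium fluorescence · Control set – DMSO vehicle as 0%, PEA at EC100 as 100% · Repeats – single well for each compound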
# TAAR1 antagonist = antagonists of human TAAR1; inhibition, % at 3 µM; CHO RD-HGA16 TAAR1, Fluo-8 calcium fluorescence, antagonist; AID 624466; hit rate 1.5% among 360,000; Q96RJ0;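 active = inhibition above a per-plate cutoff, the mean inhibition of test compounds on that plate plus 3 SD, cut at about 49% in these data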;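 note: 0% = DMSO plus EC80 beta-PEA response and 100% = DMSO alone without agonist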
#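 Test system: CHO RD-HGA16 cells bearing hTAAR1 | Reagent: β-PEA, EC80 | Compound dosing: 3 µM, single point | Schedule: Dye loading 75 min at 37 °C, then 30 min room temperature | Signal: Calcium fluorescence with Fluo-8 | Evaluation: Percent inhibition of PEA-evoked calcium signal, max/basal emission ratio | Control set: DMSO-only wells and EC80 β-PEA-stimulated wells | Repeats: Singlicate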
# M1 antag = blocks human M1 muscarinic receptor; P11229; CHO-K1 hM1, Fluo-8 calcium fluorescence, ACh EC80 antagonist; inhibition, % at 3 µM; hit rate 1.3% among 360,000; AID 588852;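 active = percent inhibition above its own plate's cutoff, namely the mean of that plate's compound wells plus 3 SD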;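 note: peak over basal fluorescence ratio during 140 s after agonist addition; 0% = ACh EC80 plus DMSO and 100% = DMSO alone without agonist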
# V1aR counter = activates human V1a receptor in oxytocin agonist counter-screen; activation, % at 3 µM; hit rate 0.25% among 320,000; P37288; CHO-V1R cells, Fluo-8 calcium fluorescence, agonist mode; 0% DMSO, 100% 3 nM vasopressin;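 active = activation above the mean activation of all tested compounds plus 3 SD, per screening run, cut at about 20% in these data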;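 note: signal is peak over basal fluorescence ratio across a 100 second FLIPR read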
# OXTR agonist = human OXTR agonism. P30559. CHO-OTR cells, Fluo-8 calcium fluorescence; normalized: DMSO 0%, oxytocin 100%. activation, % at 3 µM. hit rate 0.32% among 320,000;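 active = activation above the mean of all tested compounds plus 3 SD, cutoff set per screening run, cut at about 20% in these data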;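 note: peak over basal fluorescence ratio from a 100 s FLIPR kinetic read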
# Target sequence (P30559 whole entry, looked up): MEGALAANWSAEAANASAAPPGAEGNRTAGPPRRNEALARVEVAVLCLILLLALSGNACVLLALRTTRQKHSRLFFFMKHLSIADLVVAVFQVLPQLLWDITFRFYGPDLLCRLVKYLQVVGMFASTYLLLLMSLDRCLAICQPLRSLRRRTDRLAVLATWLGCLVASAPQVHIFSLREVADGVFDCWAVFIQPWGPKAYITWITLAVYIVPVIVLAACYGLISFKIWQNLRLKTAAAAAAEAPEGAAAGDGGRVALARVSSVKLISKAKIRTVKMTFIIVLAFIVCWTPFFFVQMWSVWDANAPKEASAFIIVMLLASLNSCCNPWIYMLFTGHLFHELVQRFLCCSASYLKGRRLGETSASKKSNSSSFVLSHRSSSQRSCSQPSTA
# OXTR potentiate = potentiators of human oxytocin receptor; hit rate 0.061% among 320,000; activation, % at 3 µM; P30559; AID 2445; CHO-OTR cells, Fluo-8 calcium fluorescence, potentiator mode; 0% = oxytocin EC15, 100% = EC100;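 active = activation above that plate's cutoff, the mean activation of tested compounds plus 3 SD, cut at about 6.6% in these data, passing the limit was not always enough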;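 note: 100% uses oxytocin at 75 nM as the full agonist control; some results filed as inactive read as strong as hits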
#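 assay system = CHO-OTR cells, human receptor | schedule = compound 6 min at room temperature before oxytocin, 100 s read | detection = Fluo-8 intracellular calcium fluorescence, ex 470-495, em 515-575 nm | evaluation = normalized max/min fluorescence ratio, % activation | control set = EC15 oxytocin alone as 0%, 75 nM oxytocin (EC100) as 100%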
# CHRM1 PAM = positive allosteric modulators of human M1 muscarinic receptor. P11229. CHO-K1 hM1, Fluo-8 calcium fluorescence, ACh EC20; 0% = ACh EC20, 100% = maximal ACh. activation, % at 3 µM. hit rate 0.088% among 360,000. AID 588819; in the data active = activation above about 19%, passing the limit was not always enough
# * marks the source's active call; other numbers are inactive results; . = no result given.
no.	Compound	CHO parental Ca	M1 ag	TAAR1 ag	TAAR1 antagonist	M1 antag	V1aR counter	OXTR agonist	OXTR potentiate	CHRM1 PAM
1	CN(Cc1c(C(=O)N2CCCCCCC2)nc2ccc(Cl)cn12)C1CCOC1 (stereo not drawn)	.	-1	2	-18	-4	.	.	.	3
2	CSc1nc(N2CCN(Cc3ccc4c(c3)OCO4)CC2)c2ccccc2n1	-28	-5	.	.	-31	-0.4	-1.0	-9	19
3	Nc1nc(/C=C/c2ccc(F)cc2)nc(-c2ccccc2O)n1	-20	12	-1	27	4	-0.3	-0.1	-14	1
4	COc1cccc(CNC(=O)C2CCCN(S(=O)(=O)c3cnc[nH]3)C2)c1 (stereo not drawn)	-7	4	1	-22	-15	0.6	1.3	-5	12
5	CCN(CCO)C(=O)C12CCC(C)(C(=O)C1)C2(C)C (stereo not drawn)	-14	-3	11	-7	-12	0.9	0.1	-10	3
6	COc1ccccc1CCNC(=O)Cn1ccc2cc(S(=O)(=O)N3CCCC3)ccc21	-3	-3	4	-11	-3	0.9	0.8	-7	3
7	CCC(=O)OCC(=O)Nc1ncc(C(F)(F)F)cc1Cl	1	-3	1	-23	-12	0.6	0.8	4	8
8	Cc1nnc(NC(=O)C2CCCN2C(=O)Nc2ccccc2)s1 (stereo not drawn)	11	-1	2	-27	-11	-0.5	0.1	-12	14
9	Cc1[nH]c(=O)c(C(=O)/C=C/c2ccccc2F)c2c1CCCC2	-12	-5	6	-2	8	-0.8	0.3	-2	0
10	c1coc(-c2ccc3nncn3c2)c1	.	-1	1	4	-10	.	.	.	0
11	Cc1onc(-c2ccccc2)c1CNS(=O)(=O)c1ccccc1[N+](=O)[O-]	-14	-1	1	0	1	0.6	-0.5	-5	1
12	CC1CCCN(C(=O)/C(=C/c2ccco2)NC(=O)c2ccccc2)C1 (stereo not drawn)	-6	3	22	-5	11	0.8	-0.4	-6	-4
13	Cc1ccc(-c2nn3cnnc3c3ccccc23)cc1C	-22	-4	12	-11	-14	-0.4	-2.6	1	7
14	Cc1cc(C)cc(N2C(=O)CC(N3CCOCC3)C2=O)c1 (stereo not drawn)	-8	-7	9	-3	17	0.0	0.2	-6	-11
15	CC(C)=CC(=O)Nc1nc2ccc([N+](=O)[O-])cc2s1	.	-6	2	10	3	.	.	.	1
16	O=C(CN1C(=O)C2CC=CCC2C1=O)Nc1nc2ccccc2[nH]1 (stereo not drawn)	-15	-4	3	15	-7	0.1	1.5	-6	10
17	CCNC(=O)NC(=O)C(C)On1nnc2ccc(S(=O)(=O)N(CC)CC)cc21 (stereo not drawn)	-8	-2	1	-35	-7	-0.1	-0.9	-3	3
18	CC(C)(C)S(=O)(=O)N1C[C@@H]2C(=CC[C@H]3C(=O)N(c4ccccc4)C(=O)[C@@H]23)[C@@H]1CCO	.	-4	1	2	-21	.	.	.	7
19	COc1ccc(CC(=O)NCc2ccccc2)cc1S(=O)(=O)N1CCOCC1	-3	-4	15	0	2	0.6	0.5	-4	3
20	Nc1ccc2nc(COc3ccccc3)[nH]c2c1	-3	0	0	-22	-10	1.2	0.6	3	9
21	Cc1ccc2nc(COC(=O)c3ccc(Cl)nc3)cc(=O)n2c1	-13	-4	4	-3	13	1.4	1.0	-1	-8
22	COc1ccc(C(=O)N/C(=C/c2ccco2)C(=O)N2CCCCCC2)cc1	-8	-3	4	-9	0	1.2	0.8	-8	-1
23	Cc1cc(C)nc(/N=C(\N)Nc2cccc([N+](=O)[O-])c2)n1	-9	-4	14	5	4	8.9	11	-18	-3
24	CC(=O)Nc1ccc2sc(NC(=O)CN3CCOCC3)nc2c1	.	-1	-1	22	16	.	.	.	-3
25	CCn1c(SCC#N)nc2c(c1=O)C1(CCCC1)Cc1ccccc1-2	-32	-7	3	-14	1	-1.0	-1.9	-4	-15
26	Cc1cccc(NC(=O)CSc2nc(C3CC3)nc3ccccc23)c1	-15	1	8	-10	-7	-0.3	-2.1	2	2
27	O=C(CN1C(=O)COc2ccccc21)NCCCN1CCc2ccccc2C1	-25	-12	1	7	1	0.2	-0.3	-1	-1
28	CCCCN(CC)CCCNC(=O)c1ccc(CSc2nc3ccncc3[nH]2)cc1	1	-10	10	2	9	-0.1	-0.2	-8	-10
29	CCOC(=O)/C(C#N)=C\C=C1C=CN(C)C=C1	6	15	25	21	-2	17	16	-13	-6
30	COc1ccc2nc3cc(Cl)ccc3c(Nc3cc(CN4CCCC4)c(O)c(CN4CCCC4)c3)c2n1	-9	-9	-1	-14	-13	-0.4	-0.9	-11	-9
31	COc1ccc(NC(=O)Cn2c(-c3ccccc3)cn(-c3ccc(C)cc3)c2=O)cc1	-3	-4	1	7	-18	-0.7	-2.9	-17	7
32	CC(C)(C)OC(=O)N1CCC[C@@H]1C(=O)N1CCC(C(=O)O)CC1	3	1	1	-8	-15	1.5	0.2	-3	10
33	CCn1c(CNc2ccccc2Cl)nnc1SCCN1CCCCC1	-17	-4	2	8	51*	0.7	2.3	-5	-21
34	Cc1nc2ccccc2c(=O)n1/N=C1\C(=O)N(C)c2ccccc21	-15	.	.	.	.	0.1	0.7	6	.
35	Cc1cc(C)c(NC(=O)c2ccc3c(c2)CCN3S(C)(=O)=O)c(C)c1	-3	-2	3	3	-8	4.9	0.0	-15	6
36	O=C(NNC(=O)c1ccc(Br)cc1)c1ccncc1	6	-4	0	-10	-15	0.7	2.1	5	13
37	CC(=O)C1N=NCC1c1ccccc1 (stereo not drawn)	.	-3	1	1	10	.	.	.	-4
38	COCC(C)n1c(SCc2cc(C(=O)OC)c(C)o2)nc2ccccc2c1=O (stereo not drawn)	-25	-4	7	5	7	-0.6	-1.6	-4	-3
39	Cc1cccc(N(C)C(=O)C2CCCN2S(=O)(=O)c2cccc3nsnc23)c1 (stereo not drawn)	-7	-2	5	-27	-26	-0.4	-0.2	-3	3
40	O=C(N/N=C/c1ccccc1Cl)c1cccc(F)c1	-7	-3	3	1	7	-0.3	-1.3	-3	0
41	CNS(=O)(=O)c1ccc(NC(=O)c2ccoc2C)cc1	0	-8	7	-2	1	1.5	1.3	0	3
42	COc1ccccc1NC(=O)Nc1nc(CC(=O)N2CCN(c3ccccc3)CC2)cs1	-13	0	14	52*	8	11	0.4	-18	-2
43	Cc1cccc(N(C(=O)CCC(=O)Nc2cc(C)on2)C(C(=O)NC2CCCC2)c2cccnc2)c1 (stereo not drawn)	-15	-3	0	3	-12	0.0	1.1	-4	8
44	Cc1ccc(NS(=O)(=O)c2cccc3nsnc23)cc1[N+](=O)[O-]	-12	-8	0	-8	-10	1.9	0.3	-11	1
45	Cc1nc(N2CCN(C(=O)c3cccs3)CC2)c2c3c(sc2n1)CCCC3	-20	1	.	.	7	0.7	-2.2	-6	-1
46	O=C(Nc1ccccc1O)c1ccc(Cl)cc1	8	0	5	8	-9	2.5	2.5	-3	8
47	CCOC(=O)N/N=C/c1cc(C)n(-c2cccc3ccccc23)c1C	-14	-7	0	-38	-3	2.1	-2.1	-11	9
48	CCCCOC(=O)C1CCCC(C)N1 (stereo not drawn)	-8	-7	5	12	-31	-0.1	0.1	-7	16
49	Cc1ccc(N)cc1S(=O)(=O)N(C)C	1	-7	6	-7	-3	0.4	0.4	-8	10
50	CC(=O)Nc1nc(C)c(C(C)=O)s1	10	-3	17	-13	-18	0.8	0.1	-21	9
51	O=C(Nc1cccc(Cl)c1)c1ccc(OC(=S)N2CCOCC2)cc1	4	-4	20	23	8	12	11	-27	-19
52	Cc1ccc(NC(=O)c2ccco2)nc1	.	-3	4	-32	-4	.	.	.	4
53	COC(=O)C1=C(C(=O)OC)C(C(=O)OC)C(C(=O)OC)C(C(=O)OC)(C(=O)OC)C(C(=O)OC)=C1C(=O)OC (stereo not drawn)	.	-1	1	-3	5	.	.	.	-1
54	COc1cc(CNC(=O)C2CCC(=O)N(C3CCCCCC3)C2)cc(OC)c1 (stereo not drawn)	-14	-2	5	-14	-4	-0.8	-0.6	-7	0
55	Cc1cc(NC(=O)COC(=O)c2cccc(O)c2)no1	3	2	7	-2	-14	1.1	0.3	-10	14
56	N#C/C(=C\c1cccc(Br)c1)C(=O)N1CCCCC1	-13	-2	2	-3	-7	-0.5	-0.8	-6	19
57	O=C(O)C1CSC(c2coc3ccccc3c2=O)N1 (stereo not drawn)	-5	-5	2	-24	5	0.9	-0.3	-4	-2
58	CCCS(=O)(=O)NC(=O)C1(C)CCCN(C(=O)c2c(OC)cccc2OC)C1 (stereo not drawn)	.	-1	3	-22	-24	.	.	.	15
59	COc1ccc(/C=C/C(=O)Nc2cccc(N3CCOCC3)c2)cc1OC	-9	-1	14	21	3	2.3	0.2	-4	-2
60	COc1ccc(NC(=O)Cc2ccccc2F)cc1S(=O)(=O)N1CCCCC1	-7	1	7	-13	-8	2.4	1.6	-5	9

# Remaining list, next part:
no.	Compound	CHO parental Ca	M1 ag	TAAR1 ag	TAAR1 antagonist	M1 antag	V1aR counter	OXTR agonist	OXTR potentiate	CHRM1 PAM
61	CC1NC(=O)N(C)[C@@H]2NC(=O)N(C)C(c3ccc([N+](=O)[O-])cc3)[C@@H]12 (stereo partly drawn)	-10	-3	1	-13	-5	-0.2	-0.3	-5	2
62	O=C(CNS(=O)(=O)c1ccc(Cl)cc1)OCC(=O)N1CCCc2ccccc21	4	-9	1	9	-9	4.2	2.2	-4	8
63	CC(C)N=C(Nc1ccc(Cl)cc1)c1cccnc1	0	-7	10	-2	-2	0.5	0.8	-3	9
64	CCn1cc(C(=O)NCc2ccc(C)o2)c2cc(OC)c(OC)cc2c1=O	-24	-3	10	-15	-21	0.1	-1.4	1	1
65	Cc1ccc(-n2ncc3c2CCCC3NC(=O)c2ccccc2N2CCOCC2)cc1C (stereo not drawn)	-11	-1	1	-29	-13	11	-1.4	-5	6
66	c1cncc(CNc2ncnc3sc4c(c23)CCCC4)c1	-12	-6	4	-7	-13	1.9	2.2	6	8
67	C/C(=N/NC(=O)c1cc(Cl)ccc1O)C12CC3CC(CC(C3)C1)C2	0	7	18	-20	-34	1.7	6.1	-14	3
68	COc1cc(C2CC(=O)c3c(ccc4ccccc34)N2)ccc1O (stereo not drawn)	-2	2	3	-9	1	1.0	1.1	-9	-4
